GASC1 inh: inhibitors of GASC-1 (KDM4C) histone demethylase, primary screen, biochemical, single concentration HTS | Lysine-specific demethylase 4C (Homo sapiens), Q9H3R0 | GST-KDM4C 2-372, H3K9me3 peptide, LANCE TR-FRET | 96,000 tested, 0.15% active | inhibition, % at 12.5 µM;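 active = mean replicate inhibition above about 25%, with at least 55% of replicates also reaching it, limit read from the data, passing the limit was not always enough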
Target sequence (Q9H3R0 2-372 limits assumed): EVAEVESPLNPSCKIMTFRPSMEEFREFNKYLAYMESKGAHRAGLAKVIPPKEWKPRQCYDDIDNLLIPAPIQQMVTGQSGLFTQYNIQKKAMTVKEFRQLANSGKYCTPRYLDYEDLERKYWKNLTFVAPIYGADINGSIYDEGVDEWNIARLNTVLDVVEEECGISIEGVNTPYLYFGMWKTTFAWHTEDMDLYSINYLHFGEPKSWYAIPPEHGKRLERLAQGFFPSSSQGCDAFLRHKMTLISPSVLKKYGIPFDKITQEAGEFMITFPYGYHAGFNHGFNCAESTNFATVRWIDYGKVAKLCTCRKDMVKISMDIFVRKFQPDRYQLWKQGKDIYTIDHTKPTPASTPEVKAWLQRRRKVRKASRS
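Compound: one test concentration per compound; Material: GST-GASC-1 enzyme fragment 2-372; Amount: GASC-1 enzyme at 10 nM final in reaction; Also added: H3K9me3 peptide substrate, Fe(II), 2-oxoglutarate; Technique: LANCE TR-FRET; Times: 30 min demethylation and 1 h detection at room temperature.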
Pf Dd2 inh: P. falciparum Dd2 growth inhibitors, primary screen, SYBR Green fluorescence, single dose replicates | 94,000 tested, 2.3% active | activity change, % at 10 µM | 72 h; stronger effect = lower value | AID 1159554, 2015; in the data active = activity change below about -80%
C diff growth: C. difficile growth inhibitors, primary screen, HTS; AID 1259249, 2017; growth activity, negative = inhibition, % at 16 µg/mL (by protocol); 86,000 tested, 0.25% active; Clostridium difficile clinical isolate growth, OD600, 24 h; stronger effect = lower value;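 active = mean growth activity at or below -80% and every replicate also at or below -80%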;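 note: 0% = DMSO wells and -100% = levofloxacin 16 µg/mL wells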
Tcruzi prolif: T. cruzi intracellular proliferation inhibitors, primary screen, cell-based, beta-gal Tulahuen parasites, NIH3T3 host, luminescence; T. cruzi beta-gal in NIH3T3, GalScreen luminescence, 90 h; 77,000 tested, 5.9% active; inhibition, % at 8.34 µM;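 active = mean inhibition above about 93%, with at least 55% of replicates each passing it, limit read from the data, passing the limit was not always enough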
Numbers without * were called inactive; nt = not tested or not shown; & = joins results of further samples.

SMILES	GASC1 inh	Pf Dd2 inh	C diff growth	Tcruzi prolif
Cc1noc(C)c1S(=O)(=O)N(C)C[C@H]1OCCCC[C@H](C)Oc2ccc(NC(=O)Nc3ccc(C(F)(F)F)cc3)cc2C(=O)N([C@@H](C)CO)C[C@@H]1C	-1.9	-83*	4	89*
C[C@H](CO)N1C[C@H](C)[C@H](CN(C)C(=O)Nc2ccc(F)cc2)OCc2ccccc2-c2ccccc2C1=O	2.0	56	4	52
C[C@@H]1CN([C@@H](C)CO)C(=O)c2cc(NC(=O)NC3CCCCC3)ccc2O[C@@H]1CN(C)C(=O)Nc1ccc2c(c1)OCO2	-0.6	-16	4	-78
C[C@@H]1CN([C@@H](C)CO)C(=O)Cc2cc(NC(=O)Cc3cn(C)c4ccccc34)ccc2O[C@H]1CN(C)Cc1ccc2c(c1)OCO2	-3.0	-62	-1	59
COc1ccccc1-c1ccc2c(c1)O[C@@H](CN(C)CC1CCOCC1)[C@@H](C)CN([C@@H](C)CO)S2(=O)=O	0.4	-27	0	nt
Cc1noc(C)c1NC(=O)Nc1ccc2c(c1)CC(=O)N([C@@H](C)CO)C[C@@H](C)[C@H](CN(C)Cc1ccc(Cl)c(Cl)c1)O2	-0.7	-16	7	92
C[C@H](CO)N1C[C@H](C)[C@H](CN(C)C(=O)CN(C)C)Oc2ncc(C#CCC3CCCC3)cc2C1=O	2.4	-50	nt	nt
Cc1ccc(S(=O)(=O)N(C)C[C@@H]2OCCCC[C@@H](C)Oc3ccc(NC(=O)Nc4ccc(C(F)(F)F)cc4)cc3C(=O)N([C@H](C)CO)C[C@@H]2C)cc1	0.1	-82*	17	nt
CNC[C@@H]1Oc2c(NS(=O)(=O)c3ccc(F)cc3)cccc2C(=O)N([C@H](C)CO)C[C@@H]1C	1.5	10	0	-4
COc1ccccc1NC(=O)N1[C@@H]2CNC[C@H]1C2c1ccc(-c2cccc(C#N)c2)cc1 (stereo partly specified)	-0.9&-1.5	-13&-2	5&3	nt

Brought forward from above: 3 entries, then new ones.
SMILES	GASC1 inh	Pf Dd2 inh	C diff growth	Tcruzi prolif
Cc1ccc(S(=O)(=O)N(C)C[C@@H]2OCCCC[C@@H](C)Oc3ccc(NC(=O)Nc4ccc(C(F)(F)F)cc4)cc3C(=O)N([C@H](C)CO)C[C@@H]2C)cc1	0.1	-82*	17	nt
CNC[C@@H]1Oc2c(NS(=O)(=O)c3ccc(F)cc3)cccc2C(=O)N([C@H](C)CO)C[C@@H]1C	1.5	10	0	-4
COc1ccccc1NC(=O)N1[C@@H]2CNC[C@H]1C2c1ccc(-c2cccc(C#N)c2)cc1 (stereo partly specified)	-0.9&-1.5	-13&-2	5&3	nt
CCNC(=O)[C@H]1[C@H](CO)[C@H]2Cn3c(ccc(-c4ccccc4)c3=O)[C@@H]1N2Cc1ccccc1	0.5	2	-5	34
Cc1noc(C)c1NC(=O)N(C)C[C@@H]1Oc2c(NC(=O)C3CCOCC3)cccc2C(=O)N([C@@H](C)CO)C[C@@H]1C	-0.6	16	-3	-154
C[C@@H]1CN([C@@H](C)CO)C(=O)Cc2cc(NC(=O)Cc3cn(C)c4ccccc34)ccc2O[C@@H]1CN(C)Cc1ccc(-c2ccccc2)cc1	-0.2	-3	9	71
C[C@@H]1CN([C@@H](C)CO)C(=O)c2cc(C#CC3CCCC3)cnc2O[C@@H]1CN(C)C(=O)Nc1ccccc1	-1.2	-10	12	63
COc1cccc(S(=O)(=O)Nc2ccc3c(c2)[C@H]2C[C@H](CC(=O)N[C@@H](C)c4ccccc4)O[C@@H](CO)[C@H]2O3)c1	-6.4	-4	-11	nt
Cc1ccc(S(=O)(=O)Nc2ccc3c(c2)CC(=O)N([C@H](C)CO)C[C@@H](C)[C@@H](CN(C)Cc2ccncc2)O3)cc1	4.5	27	-6	40
O=C(NCC(F)(F)F)[C@H]1[C@H](CO)[C@H]2Cn3c(cccc3=O)[C@@H]1N2C(=O)C1CCC1	-1.4	18	1	3
O=C(C1CCCCC1)N1CC[C@@H]2[C@H]1c1cc(C#Cc3ccc(F)cc3)ccc1N[C@@H]2CO	-1.9	-21	3	106*
COc1ccc(S(=O)(=O)N2C[C@@H](O)COC[C@H]3O[C@H](CC(=O)N[C@H]4CCN(Cc5ccccc5)C4)CC[C@@H]32)cc1	-3.7	nt	26&-13	78
C[C@H]1CN([C@@H](C)CO)C(=O)Cc2cc(NC(=O)Nc3cccc4ccccc34)ccc2O[C@H]1CN(C)S(C)(=O)=O	1.0	-1	-4	2
O=C(Nc1cc(F)ccc1F)N1CCCCN2[C@@H](CO)[C@@H](c3ccc(C4=CCCCC4)cc3)[C@@H]2C1	0.4	-70	-95*	-27
CCC(=O)N1[C@@H]2Cn3c(cccc3=O)[C@H]1[C@@H](C(=O)NCc1ccc(F)cc1)[C@@H]2CO	0.4	12	0	-17
CO[C@H]1CN(C)C(=O)c2cc(NC(=O)Nc3ccccc3)ccc2OC[C@H](C)N(C(C)=O)C[C@H]1C	2.9	-26	-3	-15
COc1ccc(C#Cc2ccc([C@H]3[C@H](CO)N4CCCCN(C)C[C@@H]34)cc2)cc1	15	-34	-3	94
CC(C)NC(=O)N(C)C[C@H]1OCCCC[C@@H](C)Oc2ccc(NC(=O)NC3CCCCC3)cc2C(=O)N([C@@H](C)CO)C[C@H]1C	-0.1	-8	-4	-11
CCNC(=O)C[C@@H]1CC[C@@H]2[C@H](COC[C@H](O)CN2C(=O)c2cccnc2)O1	0.2	-5	nt	64
CCCNC(=O)N(C)C[C@@H]1Oc2ncc(-c3cccc(C#N)c3)cc2C(=O)N([C@H](C)CO)C[C@@H]1C	0.1	14	-2	nt
COCC#Cc1ccc([C@@H]2[C@H](CO)N3C(=O)CN(C(=O)C4CCC4)C[C@@H]23)cc1	4.9	8	-5	nt
C[C@H]1CN([C@@H](C)CO)C(=O)c2cc(NS(=O)(=O)c3cn(C)cn3)ccc2O[C@@H]1CN(C)S(C)(=O)=O	-1.8	25	nt	67
C[C@@H]1CN([C@@H](C)CO)C(=O)c2cc(C#CC(C)(C)O)cnc2O[C@H]1CN(C)C(=O)C1CCC1	-0.3	37	-3	24
CCCNC(=O)N1C[C@H]2[C@@H](c3ccccc31)[C@H](CO)N2C(=O)Cc1ccccn1	2.0	0	3	7
C[C@H]1CN([C@@H](C)CO)C(=O)c2cccc(NC(=O)C3CC3)c2O[C@@H]1CN(C)S(=O)(=O)c1cn(C)cn1	-1.8	36	-12	7
C[C@@H]1CN([C@H](C)CO)C(=O)CCCn2nncc2CO[C@@H]1CN(C)Cc1ccc(C(=O)O)cc1	1.1	48	-2	nt
CCCNC(=O)N(C)C[C@H]1Oc2ncc(Br)cc2C(=O)N([C@@H](C)CO)C[C@H]1C	0.0	19	-6	nt
CO[C@H]1CN(C)C(=O)c2ccc(NC(=O)C3CCC3)cc2OC[C@H](C)NC[C@H]1C	-0.5	nt	-1	12
CNC[C@@H]1Oc2c(NC(=O)c3cc(C)nn3C)cccc2C(=O)N([C@@H](C)CO)C[C@H]1C	0.6	20	1	nt
COCC(=O)N1CC2(C1)[C@H](c1ccc(-c3ccc(C)cc3)cc1)[C@@H](CO)N2C(C)=O	-1.5	-32	-10	nt
CCCNC(=O)[C@@H]1[C@@H](CO)[C@@H]2Cn3c(ccc(-c4cccc(OC)c4)c3=O)[C@H]1N2C(=O)NCCC	-0.4	9	-5	43
Cc1ccc(S(=O)(=O)Nc2ccc3c(c2)C(=O)N([C@@H](C)CO)C[C@H](C)[C@@H](CN(C)C(=O)Nc2ccc4c(c2)OCO4)OCCCC[C@@H](C)O3)cc1	0.7	-85*	0	nt
C[C@H](CO)N1C[C@H](C)[C@H](CN(C)C(=O)Nc2ccccc2)Oc2ccc(NC(=O)NC3CCCCC3)cc2CC1=O	-2.0	10	-4	-10

Part of the list above in order of number of heavy atoms, rising.
SMILES	GASC1 inh	Pf Dd2 inh	C diff growth	Tcruzi prolif
COCC(=O)N1CC2(C1)[C@H](c1ccc(-c3ccc(C)cc3)cc1)[C@@H](CO)N2C(C)=O	-1.5	-32	-10	nt
CNC[C@@H]1Oc2c(NC(=O)c3cc(C)nn3C)cccc2C(=O)N([C@@H](C)CO)C[C@H]1C	0.6	20	1	nt
CCCNC(=O)[C@@H]1[C@@H](CO)[C@@H]2Cn3c(ccc(-c4cccc(OC)c4)c3=O)[C@H]1N2C(=O)NCCC	-0.4	9	-5	43

Further entries
SMILES	GASC1 inh	Pf Dd2 inh	C diff growth	Tcruzi prolif
O=C(C[C@H]1C=C[C@@H](NC(=O)c2ccccn2)[C@@H](CO)O1)NCc1cc(F)cc(F)c1	-0.9	-1	nt	-15
C[C@@H]1CN([C@@H](C)CO)C(=O)Cc2cc(NC(=O)Cc3ccccc3)ccc2O[C@@H]1CN(C)Cc1ccncc1	-0.4	-11	-2	nt
COc1cccc(S(=O)(=O)N[C@H]2CC[C@@H](CC(=O)NCc3ccncc3)O[C@@H]2CO)c1	-0.5	13	nt	-23
Cc1ccc(S(=O)(=O)N(C)C[C@@H]2OCCCC[C@@H](C)Oc3ccc(NC(=O)NC(C)C)cc3C(=O)N([C@@H](C)CO)C[C@@H]2C)cc1	1.6	-50	1	19
CCCNC(=O)N(C)C[C@H]1Oc2cc(C3=CCCCC3)ccc2S(=O)(=O)N([C@H](C)CO)C[C@@H]1C	-0.5	-26	0	52
C[C@@H]1CN([C@@H](C)CO)C(=O)c2cc(NS(=O)(=O)c3ccccc3)ccc2O[C@H]1CN(C)C(=O)Nc1ccc(F)cc1	-0.5	-4	-3	2
O=C(C[C@H]1C[C@H]2c3cc(NC(=O)Nc4ccccc4)ccc3O[C@H]2[C@H](CO)O1)NCc1cccnc1	0.1	15	-2	-30
Cc1ccccc1-c1ccc2c(c1)O[C@H](CN(C)C(=O)c1ccccn1)[C@H](C)CN([C@H](C)CO)S2(=O)=O	23	18	-3	nt
O=C(Nc1ccc(F)cc1)N1CCCCN2[C@H](CO)[C@@H](c3ccc(-c4ccccc4F)cc3)[C@@H]2C1	nt	-31	57	112*
C[C@@H]1CN([C@@H](C)CO)C(=O)c2cc(NC(=O)Nc3ccc4c(c3)OCO4)ccc2O[C@@H]1CN(C)S(=O)(=O)c1ccc(F)cc1	-2.2	12	-5	24
Cc1ccc(-c2ccc3c(c2)O[C@@H](CN(C)Cc2ccc(C(=O)O)cc2)[C@@H](C)CN([C@H](C)CO)S3(=O)=O)cc1	-1.0	-31	10	38
O=C(Cc1cccnc1)N1CC(=O)N2[C@H](CO)[C@H](c3ccc(C#CC4CCCC4)cc3)[C@@H]2C1	-0.2	-27	-4	nt
C[C@@H]1CN([C@H](C)CO)C(=O)Cc2cc(NC(=O)NC3CCCCC3)ccc2O[C@@H]1CN(C)Cc1ccc(Oc2ccccc2)cc1	1.0	-13	-6	49
O=C(C[C@@H]1C=C[C@@H](NC(=O)CN2CCOCC2)[C@@H](CO)O1)NCCc1ccccc1	-1.2	2	-2	-3
C[C@H]1CCCCO[C@H](CN(C)Cc2ccc(C(F)(F)F)cc2)[C@@H](C)CN([C@@H](C)CO)C(=O)c2cc(NS(=O)(=O)c3ccc(Cl)cc3)ccc2O1	-0.4	-3	29	92
Cc1ccccc1S(=O)(=O)N(C)C[C@@H]1OCc2cn(nn2)CCCC(=O)N([C@H](C)CO)C[C@H]1C	-1.2	5&15	3&0	-31&1
C[C@H](O)C#Cc1ccc([C@H]2[C@@H](CO)N3CCCCN(C(=O)Nc4ccccc4)C[C@H]23)cc1	0.5	-20	9	109*
COc1ccc2c3c(n(C)c2c1)[C@H](CO)N(Cc1ccccc1OC)CC31CCN(C(=O)C2CC2)CC1	-1.7	-71	2	nt
COCC(=O)N(C)C[C@H]1Oc2cc(-c3cccnc3)ccc2S(=O)(=O)N([C@H](C)CO)C[C@H]1C	1.9	-5	-1	-15
CNC[C@@H]1Oc2ccc(N(C)C)cc2C(=O)N([C@@H](C)CO)C[C@@H]1C	nt	13	-1	8
Cc1noc(C)c1NC(=O)N(C)C[C@@H]1Oc2ccc(NC(=O)CCCCCC(=O)Nc3ccccc3N)cc2C(=O)N([C@@H](C)CO)C[C@H]1C	0.8	36	-4	nt
Cc1ccc(S(=O)(=O)N[C@@H]2CC[C@@H](CCn3cc(-c4cccnc4)nn3)O[C@H]2CO)cc1	-2.1	-6	nt	37
Cc1ccc(S(=O)(=O)Nc2cccc3c2O[C@@H](CN(C)Cc2ccc(Oc4ccccc4)cc2)[C@@H](C)CN([C@H](C)CO)C3=O)cc1	-3.2	-18	59	73
CO[C@H]1CN(C)C(=O)c2ccc(NC(=O)NC(C)C)cc2OC[C@H](C)N(CC2CC2)C[C@H]1C	0.1	-6	nt	4
CCCNC(=O)C[C@@H]1CC[C@@H]2[C@@H](COc3ccc(NC(=O)c4cccs4)cc3C(=O)N2C)O1	0.2	15	-4	-23
COc1ccc2c3c(n(C)c2c1)[C@@H](CO)NCC31CN(CC2CCOCC2)C1	9.2	-35	14	nt
O=C(Nc1ccccc1F)N1C[C@@H]2N[C@H](C1)C2c1ccc(-c2ccccc2)cc1 (stereo partly specified)	-12	-23	21	nt

Screening data as filed in PubChem BioAssay.
